PhoP GFP inhibition: PhoP regulon inhibitors, Salmonella typhi PhoP promoter GFP reporter, confirmatory (AID 1850). Salmonella Typhi PhoP-promoter GFP reporter, fluorescence, 4 h; higher % means a stronger effect. one-dose inhibition, % at 50 µM; IC50 in µM for titrated hits. hit rate 0.33% among 310,000; in the data active = a potency from the dose series; inconclusive = inhibition mostly from about 25% at the one dose, without a potency; inactive = the rest, 99 in 100 with inhibition below about 19%;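 note: 0% = induced wells with vehicle and 100% = uninduced wells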
VEEV TC-83 Vero: inhibitors of VEEV TC-83 cytopathic effect, confirmation, Vero cells (AID 588727) | Vero cells, VEEV TC-83 cytopathic effect inhibition; higher % means a stronger effect | one-dose inhibition, % at 20 µM; IC50 in µM for titrated hits | hit rate 0.13% among 350,000; in the data active = a potency from the dose series; inconclusive = inhibition mostly from about 14% at the one dose, without a potency; inactive = the rest, 99 in 100 with inhibition below about 12%; note: strong numbers were not always called active
tuberculosis growth: growth inhibition of non-replicating M. tuberculosis (AID 488890); Mycobacterium tuberculosis non-replicating, growth inhibition; higher % means a stronger effect; one-dose inhibition, % at 25 µM; IC50 in µM for titrated hits; hit rate 0.39% among 320,000; in the data active = a potency from the dose series; inconclusive = inhibition mostly from about 82% at the one dose, without a potency; inactive = the rest, 99 in 100 with inhibition below about 76%;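 note: plate controls were DMSO cells for no effect and high antibiotic wells for full effect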
M. tuberculosis HTS: M. tuberculosis growth inhibition, HTS (AID 449762); M. tuberculosis H37Rv growth inhibition, 7H9 media; higher % means a stronger effect; inhibition, % at 25 µM; hits with a dose series show IC50 in µM; hit rate 0.59% among 330,000; in the data active = a potency from the dose series; inconclusive = inhibition above about 70% without an active follow-up result;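 note: bacterial growth assessed after seven days of incubation; strong numbers were not always called active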
influenza NS1A: NS1A inhibition, H1N1 influenza, cell based functional assay (AID 504329). hit rate 0.3% among 340,000. inhibition, % at 12.5 µM; hits with a dose series show IC50 in µM. NS1A functional cell-based assay, percent inhibition; higher % means a stronger effect; in the data active = a potency from the dose series; inconclusive = inhibition above about 27% without an active follow-up result; note: strong numbers were not always called active
VEEV TC-83 Vero 10K pilot screen: further read-out of VEEV TC-83 Vero, marked with its call; inhibition, %; measured here: 10K pilot screen inhibition
* marks the source's active call; other numbers are inactive results; i = inactive; u = inconclusive; x = no result given. Hits appear at their usual frequency; overall some 1.6% were active at least once.

SMILES | PhoP GFP inhibition | VEEV TC-83 Vero | tuberculosis growth | M. tuberculosis HTS | influenza NS1A | others
CC(O)Cc1cn([C@@H](CCCCN)C(=O)N2CCNCC2)nn1 (stereo partly drawn) | -20% | 0.4% | 0% | -5% | 0% | VEEV TC-83 Vero 10K pilot screen=0.3
COc1ccc(CSCC(=O)N/N=C/c2ccc(OCC(=O)NCc3ccco3)cc2)cc1 | -3% | 8.0% | 20% | 7% | 6%
COc1ccccc1NC(=S)N1CCC(NC(=O)c2ccco2)CC1 | -21% | 0.1% | 12% | 1% | 0%
CC(=O)NC1=NN(C(C)=O)C(C)(c2ccc(C)o2)S1 (stereo not drawn) | 3% | 1.8% | 30% | 70% | -5%
O=C(NCc1cccnc1)c1ccc([N+](=O)[O-])cc1 | 7% | i | -4% | 2% | 9%
CCOc1ccc(NC(=O)c2nnn(CC(=O)Nc3ccccc3OCC)c2N)cc1 | -13% | 0.6% | 17% | -2% | 2%
COc1cc(N(C)C)c(NC(C)=O)cc1C(=O)O | 2% | i | -4% | -16% | 2%
COC(=O)[C@H](CO)N1C(=O)[C@@H]2[C@H](C1=O)C1C=C[C@H]2C1 | x | 0.3% | x | x | -2%
Cc1nc(C)c(C(=O)C2=C(O)C(=O)N(CCN(C)C)C2c2ccccc2)s1 (stereo not drawn) | -5% | 0.7% | -4% | -1% | 1%
COc1ccc(S(=O)(=O)N[C@H](C(=O)O)C(C)C)cc1 | 1% | 0.3% | 1% | -11% | -2%
O=c1c2oc3ccccc3c2ncn1Cc1ccc(Cl)cc1 | 2% | 1.8% | 45% | -4% | -7%
N#Cc1nc(COc2ccc(F)cc2)oc1N1CCC(Cc2ccccc2)CC1 | 0% | i | -2% | 5% | -17%
Cc1cc(C)cc(N(C(=O)CNC(=O)c2cccs2)C(C(=O)NC2CCCC2)c2cccnc2)c1 (stereo not drawn) | 34% | i | 17% | 0% | -6%
CCN(CC)c1ccc(NC(=O)c2cccnc2)cc1 | 3% | 2.1% | -8% | -3% | 5%
C[C@]12CCC(=O)C=C1CC[C@@H]1[C@@H]2C(=O)C[C@@]2(C)[C@H]1CC[C@]2(O)C(=O)CO | -12% | 0.7% | 8% | 0% | -1%
Cc1ccc(OCC(O)CNC2CCCC2)c(C)c1 (stereo not drawn) | -1% | 0.1% | -5% | -9% | -6%
O=C(Nc1nc2ccccc2s1)c1cccc(S(=O)(=O)N2CCc3ccccc32)c1 | 5% | 2.8% | 42% | 6% | 2%
Cc1cc(F)ccc1S(=O)(=O)Nc1ccccc1C(=O)NCc1cccnc1 | 6% | 0.6% | 16% | 3% | -15%
CCOc1ccc(NC(=O)CC(c2ccccc2)c2ccc(F)cc2)cc1 (stereo not drawn) | -7% | 0.2% | -2% | 3% | -3%
COc1ccc(S(=O)(=O)N2CCCCCC2)cc1C(=O)NCc1ccco1 | x | 1.0% | 8% | -2% | -3%
COc1ccc(CC(=O)Nc2cccc(/C(C)=N/NC(=O)C3(C)CC3(Br)Br)c2)cc1 (stereo not drawn) | -5% | 6.7% | 7% | -4% | 17%
CCn1nc(C(=O)NNS(=O)(=O)c2ccc(C)cc2)c2ccccc2c1=O | x | 3.2% | -4% | 0% | 0%
O=C1CS/C(=C/C(=O)c2cccc(Cl)c2)N1 | 13% | 1.4% | u | 40% | 5%
Cc1cccnc1NC(=O)CNC(=O)C12CC3CC(CC(C3)C1)C2 | 12% | 1.2% | 3% | 6% | -15%
COc1ccc(-c2cc3c(=O)n(CC(=O)Nc4cccc(Cl)c4)nc(C)n3n2)cc1 | -4% | i | -10% | 2% | -3%
SMILES | PhoP GFP inhibition | VEEV TC-83 Vero | tuberculosis growth | M. tuberculosis HTS | influenza NS1A | others
c1ccc2c(SCc3cn4ccccc4n3)nncc2c1 | 25% | 8.8% | 0% | 5% | -6%
Clc1cccc(OCCN2CCOCC2)c1 | -6% | 0.7% | 1% | -6% | 2%
Cc1cccc(-n2c(SCC(N)=O)nc3c(c2=O)C2(CCCC2)Cc2ccccc2-3)c1 | 7% | 0.3% | 5% | 1% | 27%
C=CCN(C(=O)CCC(=O)Nc1cc(C)on1)C(C(=O)NC1CCCC1)c1ccc(OC)c(OC)c1 (stereo not drawn) | -8% | 0.5% | -7% | 1% | 10%
COc1ccccc1CCNC(=O)CN1C(=O)NC2(CCCC2)C1=O | 0% | 2.2% | -12% | -9% | -8%
C[C@@H]1CCC[C@@]2(O[C@@H](CCO)C[C@H](O)[C@H]2O)O1 | -20% | 1.2% | -5% | -4% | -16%
Cc1c(CNCCCc2ccccc2)c(C(=O)O)c(C)n1Cc1ccccc1 | -3% | 0.5% | 22% | -3% | 6%
c1ccc(OCc2cc(-c3ccccc3)no2)cc1 | 9% | 4.3% | 12% | 5% | -23%
Cc1ccc(C2C(C#N)=C(N)Oc3n[nH]c(-c4cccnc4)c32)o1 (stereo not drawn) | -1% | 0.2% | x | 9% | 4% | VEEV TC-83 Vero 10K pilot screen=0.5
CC(NS(=O)(=O)CCNC(=O)c1ccccc1)c1ccccc1 (stereo not drawn) | 3% | 1.2% | -2% | -6% | -2%
CC(C)OCCCNC1=C(Cl)C(=O)c2ccccc2C1=O | 1% | 5.4% | 22% | 4% | x
Cc1cc(C(=O)NC2CCCc3c2cnn3-c2cccc(C)c2C)c(C)o1 (stereo not drawn) | 2% | u | 22% | -8% | -4%
O=C1C(Cc2cccc([N+](=O)[O-])c2)SC(=Nc2ccccc2)N1c1ccccc1 (stereo not drawn) | 8% | i | 11% | -2% | 3%
CCCN1CCN(C(=S)NCc2ccc(Cl)cc2)CC1 | -6% | 0.8% | 7% | 2% | -16%
COc1ccc(C(=O)Nc2ccc(S(=O)(=O)Nc3cc(C)nc(C)n3)cc2)cc1OC | 1% | i | 7% | -1% | -2%
CC(C)N(CCCNC(=O)C1CCN(C(=O)c2cc3sccc3n2C)CC1)Cc1ccccc1 | -20% | i | 9% | 1% | 8%
CC(c1ccon1)N(C)Cc1cn(Cc2ccccc2)nc1-c1ccc2c(c1)OCO2 (stereo not drawn) | -16% | 7.5% | 27% | 3% | 2%
OCC1(Cc2ccc(Cl)cc2)CCN(CC2CC=CCC2)CC1 (stereo not drawn) | -1% | 0.4% | 22% | 3% | 7%
O=C(Nc1cccc([N+](=O)[O-])c1)c1cc2ccccc2cc1O | 0% | 23% | u | 1% | 4%
O=C(N/N=C/c1cccc([N+](=O)[O-])c1)c1ccncc1 | 7% | i | 55% | u | -8%
O=C1CCN(c2ccccc2)N1 | x | i | x | x | 11%
CCOC(=O)c1nnn(-c2ccccc2C#N)c1C | 8% | i | -7% | -2% | -2% | VEEV TC-83 Vero 10K pilot screen=0.4
CCOc1ccc(S(=O)(=O)Nc2cnc3ccccc3c2)cc1 | 2% | i | 10% | 6% | 8%
O=S(=O)(NC1CCSc2ccccc21)c1ccccc1 (stereo not drawn) | -2% | i | 1% | 2% | 5%
NNC(=O)c1ccc([N+](=O)[O-])c(CS(=O)(=O)c2ccc(Cl)cc2)c1 | 13% | 1.4% | 18% | -4% | -6%

Overlap with the part before: 3 compounds, then new ones.
SMILES | PhoP GFP inhibition | VEEV TC-83 Vero | tuberculosis growth | M. tuberculosis HTS | influenza NS1A | others
CCOc1ccc(S(=O)(=O)Nc2cnc3ccccc3c2)cc1 | 2% | i | 10% | 6% | 8%
O=S(=O)(NC1CCSc2ccccc21)c1ccccc1 (stereo not drawn) | -2% | i | 1% | 2% | 5%
NNC(=O)c1ccc([N+](=O)[O-])c(CS(=O)(=O)c2ccc(Cl)cc2)c1 | 13% | 1.4% | 18% | -4% | -6%
CCCCOc1ccc(-c2[nH]ncc2C=O)cc1 | 2% | 0.5% | 74% | 61% | -12%
CCOC(=O)C1CCN(C(=O)C2CCC(=O)N(Cc3cccc(C(F)(F)F)c3)C2)CC1 (stereo not drawn) | -6% | 0.9% | -11% | -4% | 11%
O=C(Nc1nc2ccccc2[nH]1)c1ccc(F)c(S(=O)(=O)N2CCOCC2)c1 | 4% | 6.9% | 19% | 60% | -14%
CCN1CCN(S(=O)(=O)c2ccc(C(C)(C)C)cc2)CC1 | 7% | i | 6% | -8% | -3%
COc1cccc(C(=O)OCC(=O)N2CCC(Cc3ccccc3)CC2)c1OC | x | 3.9% | 46% | 2% | -6%
O=C1CCC(=O)N1OCCCOc1ccc2c(c1)CCC2 | -4% | 0.8% | -10% | -10% | 3%
CC(C)[C@H](NC(=O)OCc1ccccc1)C(=O)NCc1ccccc1 | -7% | i | 4% | 9% | -10%
COc1ccc2c(c1)C(c1ccc(C)o1)=NNC(c1ccccc1)=N2 | -5% | 9.2% | 28% | 6% | 12%
CNC(=O)C1CC(=O)N(c2ccc(OCC(=O)Nc3ccc(F)cc3)cc2)C1 (stereo not drawn) | x | 0.1% | x | x | -22%
CCC1CCCCN1C(=O)c1ccc2c(c1)C(=O)N(c1ccc(C)cc1)C2=O (stereo not drawn) | -8% | 0.5% | -12% | 7% | 5%
CCN1C(=O)[C@H]2[C@@H](c3ccc(-c4ccc(C(C)=O)cc4)cc3)N3CCCC[C@@]3(C(=O)OC)[C@H]2C1=O | 7% | 3.5% | 9% | -6% | 7%
O=C1CN(C(=O)COC(=O)CCC(=O)c2ccc3c(c2)OCCO3)c2ccccc2N1 | 11% | 0.0% | -3% | 6% | -4%
O=C(Nc1ccccc1Cl)C1CC(=O)N(c2ccccc2)C1 (stereo not drawn) | 2% | 2.0% | -7% | -3% | x
Cc1nn(-c2cccc(C(F)(F)F)c2)c(Cl)c1/C=N/n1cnnc1 | -12% | 6.2% | 21% | 1% | -14%
CC1CCc2sc(-c3n[nH]c(=S)o3)cc2C1 (stereo not drawn) | 13% | 0.6% | 62% | 5% | -15%
CC(C(=O)NCc1ccc(F)cc1)n1ccc2cc(S(=O)(=O)N3CCCC3)ccc21 (stereo not drawn) | 1% | 1.9% | 25% | 8% | 10%
Cc1ccccc1Cn1cc(S(=O)(=O)CC(=O)Nc2nccs2)c2ccccc21 | 2% | 5.5% | 64% | -1% | 2%
COc1ccc(CC(=O)NCc2n[nH]c(=S)n2-c2ccc(Br)cc2)cc1 | -3% | i | -2% | -5% | 3%
CC1CC(=S)Nc2ccccc2N1Cc1ccccc1 (stereo not drawn) | -3% | 5.8% | 36% | -1% | 2%
COc1ccc(/C=N/NC(=O)Cn2cnc3c2c(=O)n(C)c(=O)n3C)cc1 | -5% | i | -1% | 9% | -3%
CC(CNCC1CCCO1)COc1ccccc1 (stereo not drawn) | 6% | 0.8% | -7% | -3% | 6%
C1=C(c2ccccc2)CCN(c2nc3ccccc3n3cnnc23)C1 | x | 9.6% | x | -3% | 27%
Cc1cc(C)c(NC(=O)C2CC(=O)N(C3CCCC3)C2)c(C)c1 (stereo not drawn) | x | 1.4% | -5% | -8% | -8%
CC(C)Cc1ccc(S(=O)(=O)N2CCN(c3ccccn3)CC2)cc1 | 4% | i | 3% | 5% | -11%
COc1ccccc1Cn1c(SCC(N)=O)nc2c(oc3ccccc32)c1=O | x | 7.9% | x | x | -14%

Overlap with the part before: 3 entries, followed by the next part.
SMILES | PhoP GFP inhibition | VEEV TC-83 Vero | tuberculosis growth | M. tuberculosis HTS | influenza NS1A | others
Cc1cc(C)c(NC(=O)C2CC(=O)N(C3CCCC3)C2)c(C)c1 (stereo not drawn) | x | 1.4% | -5% | -8% | -8%
CC(C)Cc1ccc(S(=O)(=O)N2CCN(c3ccccn3)CC2)cc1 | 4% | i | 3% | 5% | -11%
COc1ccccc1Cn1c(SCC(N)=O)nc2c(oc3ccccc32)c1=O | x | 7.9% | x | x | -14%
COc1ccc(C(=O)C2CCCN(Cc3cnc(N4CCOCC4)s3)C2)c(OC)c1 (stereo not drawn) | 0% | 0.1% | -4% | -1% | 7%
O=C(O)CCSc1nc2ccccc2n1-c1ccccc1 | -4% | 0.2% | -10% | 1% | 17%
CC1CN(C2=N/C(=C/c3ccc4c(c3)OCO4)C(=O)N2)CC(C)O1 (stereo not drawn) | 0% | 0.4% | 0% | -4% | -8%
COc1cccc(NC(=O)CN(C)C(=O)CNC(=O)c2ccccc2F)c1 | -9% | 1.5% | -6% | 7% | -7%
NCCSSCCN | -7% | i | -18% | 8% | -6%
Cc1cc(Cl)c2oc(C(=O)N(C)CCc3cnn(C)c3)c(C)c2c1 | -11% | i | 12% | 6% | -16%
COc1cc([N+](=O)[O-])cc(/C=N/NC(=O)C(C)Nc2cccc(C)c2)c1O (stereo not drawn) | 23% | i | -3% | 8% | -4%
COc1ccc(/C=C/C(=O)N(Cc2cccs2)C2CCS(=O)(=O)C2)cc1 (stereo not drawn) | -3% | 2.9% | 15% | -3% | -3%
